Bioassay records from PubChem BioAssay.
HIV peptide binding: cell-free HIV fusion peptide-binding blockers – biochemical, uHTS, fluorescence dequenching, primary screen (AID 1986) | cell-free peptide binding, fluorescence dequenching, 30 min; higher % means a stronger effect | one-dose inhibition, % at 20 µM; IC50 in µM for titrated hits | 290,000 compounds, 0.3% hits; in the data active = inhibition mostly above about 52%, no sharp cut-off; inactive = mostly below about 76%; also: some results filed as inactive read as strong as hits
Dengue-2 NS5 capping: flavivirus cap methylation enzyme inhibition – biochemical, confirmation dose response, primary screen (AID 588689); Dengue-2 NS5 methyltransferase capping enzyme assay, biochemical; higher % means a stronger effect; 340,000 compounds, 0.3% hits; inhibition, % at 25 µM, or IC50 in µM where a hit was titrated; in the data active = a potency from the dose series; inconclusive = inhibition above about 29% without an active follow-up result
Large T inhibition: TAg ATPase/helicase activity blockers – biochemical (AID 1903) | SV40 large T antigen ATPase/helicase inhibition assay; higher % means a stronger effect | one-dose inhibition, % at 20 µM; IC50 in µM for titrated hits | 310,000 compounds, 0.39% hits; in the data active = a potency from the dose series; inconclusive = inhibition mostly from about 32% at the one dose, without a potency; inactive = the rest, 99 in 100 with inhibition below about 32%; also: strong numbers were not always called active
RSV CPE inhibition: RSV antiviral activity via CPE protection, HEp-2 cells, primary 10 µM value included (AID 2391). HEp-2 cells, RSV-induced CPE inhibition; higher % means a stronger effect. one-dose CPE inhibition, % at 10 µM; IC50 in µM for titrated hits. 310,000 compounds, 0.13% hits; in the data active = a potency from the dose series; inconclusive = CPE inhibition mostly from about 23% at the one dose, without a potency; inactive = the rest, 99 in 100 with CPE inhibition below about 21%; also: strong numbers were not always called active
LYP phosphatase: PTPN22 lymphoid phosphatase activity blockers – biochemical, fluorescence intensity, uHTS (AID 1779). recombinant LYP phosphatase, fluorescence intensity; higher % means a stronger effect. 290,000 compounds, 0.054% hits. one-dose inhibition, % at 11.5 µM; IC50 in µM for titrated hits; in the data active = inhibition above about 50%;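 also: plate controls were vehicle with enzyme for no effect and no enzyme for full effect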
XIAP displacement: XIAP antagonists, biochemical, IAP family, fluorescence polarization (AID 1018) | XIAP BIR domain, fluorescence polarization peptide displacement; higher % means a stronger effect | one-dose displacement, % at 20 µM; IC50 in µM for titrated hits | 200,000 compounds, 0.007% hits; in the data active = displacement above about 50%; also: a part of the inactive calls stands beside numbers as strong as those of hits
SIAH1 antagonists: Siah-1 peptide-binding antagonists, primary screen, biochemical, fluorescence polarization, rhodamine-plectin, uHTS (AID 1817); Siah-1 / rhodamine-plectin peptide fluorescence polarization; higher % means a stronger effect; displacement, % at 20 µM; hits with a dose series show IC50 in µM; 290,000 compounds, 0.02% hits;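 active = displacement of at least 50% at 20 µM, with a fluorescence ratio check between 0.3 and a set limit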;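 also: plate controls were Siah plus tracer with DMSO for no effect and tracer alone without Siah for full effect; strong numbers were not always called active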
AID2073: disruptors of CaV2.2 binding to Mint1 – biochemical, HTRF (AID 2073). HTRF protein-protein interaction, Mint1-CaV2.2; higher % means a stronger effect. inhibition, % at 20 µM, or IC50 in µM where a hit was titrated. 290,000 compounds, 0.19% hits; in the data active = inhibition mostly above about 51%, no sharp cut-off; inconclusive = no clear call, values can overlap the other calls; inactive = mostly below about 53%; also: some results filed as inactive read as strong as hits
Rac1 GTP hydrolysis: MgcRacGAP GTPase-activating activity inhibitors, confirmation, biochemical, ADP Hunter fluorescence; MgcRacGAP-stimulated Rac1 GTP hydrolysis, ADP Hunter fluorescence; higher % means a stronger effect; GST-tagged Rac1 F28L mutant substrate; inhibition, % at 30 µM; hits with a dose series show IC50 in µM; 340,000 compounds, 0.6% hits; AID 624330;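 active = first-screen hits whose inhibition reached a set limit at any dose in the follow-up dose series; inconclusive = inhibition above the set first-screen limit but never retested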;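 also: fluorescence reports GDP produced by GAP-driven GTP hydrolysis; strong numbers were not always called active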
Dengue-2 NS5 capping pilot replicate: second read-out of Dengue-2 NS5 capping, no call of its own (marks repeat the call); inhibition, %; measured here: pilot screen replicate inhibition
Starred values were filed as active, the others as inactive; ? = inconclusive; nt = not tested or not shown.

SMILES	HIV peptide binding	Dengue-2 NS5 capping	Large T inhibition	RSV CPE inhibition	LYP phosphatase	XIAP displacement	SIAH1 antagonists	AID2073	Rac1 GTP hydrolysis	others
O=C(NCc1ccccc1)C(c1ccco1)N(C(=O)c1cnccn1)c1ccc(F)cc1 (stereo not drawn)	0.0%	2.4%	-5.0%	2.0%	-2.6%	1.0%	1.3%	3.4%	-9.1%
O=C(COc1cc2oc(=O)cc(-c3ccccc3)c2cc1Cl)NCC1CCC(C(=O)O)CC1 (stereo not drawn)	2.4%	-1.4%	10.5%	1.1%	-3.5%	nt	10.7%	4.2%	2.0%
NCCCCCC(=O)Nc1ccncc1	0.4%	2.3%	17.1%	3.8%	-2.7%	nt	5.7%	3.0%	-10.8%
CCOC(=O)N1CCN(S(=O)(=O)N2CCCC(C(=O)NCc3ccccc3Cl)C2)CC1 (stereo not drawn)	-1.8%	-6.2%	-2.8%	0.8%	-13.5%	nt	0.2%	-3.8%	5.4%
COCCNC(=O)[C@@H]1CCCN1C(=O)C1CCN(S(=O)(=O)c2ccc(C)cc2)CC1	-2.3%	-10.0%	-1.0%	-0.9%	-12.9%	nt	-0.2%	3.6%	17.6%
COc1ccccc1N1CCN(C(=O)CCc2c[nH]c3ccccc23)CC1	-1.8%	-2.3%	19.7%	1.3%	-2.6%	-4.2%	-2.0%	0.9%	4.8%
O=C(NC1CCN(Cc2ccccc2)CC1)c1c(F)cccc1F	0.4%	-1.4%	8.3%	-0.3%	-4.1%	-2.6%	-1.4%	-7.2%	5.3%
CC1=NN(C(=O)c2ccccc2Br)C(O)(c2cccnc2)C1 (stereo not drawn)	-2.9%	-8.2%	0.2%	1.2%	-1.2%	-1.9%	-0.9%	4.4%	2.1%
C=CCOc1cccc(/C=C2\C(=O)N(Cc3ccc(C)cc3)C(C)=C2C(=O)OC)c1	2.6%	-15.3%	30.5%	52.8%	6.1%	-18.2%	7.5%	22.7%	6.5%
Cn1cc(S(=O)(=O)Nc2ccc(F)c(Cl)c2)c(=O)n(C)c1=O	0.2%	0.7%	2.7%	3.6%	-12.2%	nt	12.7%	-5.8%	7.5%
CC1=C(C(=O)Nc2cccc(C)c2C)C(c2cccs2)NC(=S)N1 (stereo not drawn)	-2.6%	-5.2%	-0.2%	1.5%	-3.8%	4.3%	-3.2%	-1.8%	4.1%
CCN(CC)S(=O)(=O)c1ccc2oc(C(=O)NCCN3CCOCC3)c(C)c2c1	-0.6%	5.5%	-3.7%	0.6%	-7.2%	nt	-1.7%	-32.8%	-3.6%
CC1=NNC(=O)C1CCC(=O)N/N=C(/C)c1ccc([N+](=O)[O-])cc1 (stereo not drawn)	-0.9%	-6.2%	14.9%	2.5%	-1.9%	-7.8%	-4.4%	4.3%	3.8%
COc1cccc(C(=O)Nc2cccc3cccnc23)c1OC	-0.3%	-2.0%	3.6%	1.6%	-7.7%	nt	-2.9%	-6.3%	11.0%	Dengue-2 NS5 capping pilot replicate=-4.6
O=C(CN1CCCCC1)Nc1cc(Cl)ccc1Oc1ccccc1	0.9%	-4.8%	8.5%	20.9%	-0.2%	-10.1%	2.7%	12.5%	-0.6%
Cc1ccc(OCC(=O)Nc2ccc(N3CCN(C(=O)c4ccco4)CC3)cc2)cc1	0.2%	0.7%	2.4%	?	-7.8%	-1.6%	-1.5%	-5.2%	-2.2%
Cc1ccc(NC(=O)c2ccc(OCC3CCCO3)cc2)nc1 (stereo not drawn)	nt	-7.2%	4.6%	0.6%	nt	nt	nt	nt	-1.7%
Cc1nc(C/C(=N\N)c2ccc(O)cc2O)cs1	-0.8%	0.0%	16.9%	-0.1%	-1.6%	-13.7%	1.8%	6.1%	64µM*
C[C@@]12C(=O)N(c3ccc(C(F)(F)F)cc3)C(=O)N1[C@@H]1c3ccccc3OC[C@@H]1[C@H]2c1ccccc1	1.5%	7.2%	10.8%	4.2%	-5.5%	nt	7.0%	9.6%	5.0%
O=C(Nc1ccc(F)c(F)c1)c1cnc(-c2ccccc2)nc1-c1ccccc1	-1.5%	-4.4%	5.5%	2.3%	-7.7%	-5.9%	-1.4%	0.1%	-1.7%	Dengue-2 NS5 capping pilot replicate=-5.2

Among those listed so far, 5 contain fluorine.
SMILES	HIV peptide binding	Dengue-2 NS5 capping	Large T inhibition	RSV CPE inhibition	LYP phosphatase	XIAP displacement	SIAH1 antagonists	AID2073	Rac1 GTP hydrolysis	others
O=C(NCc1ccccc1)C(c1ccco1)N(C(=O)c1cnccn1)c1ccc(F)cc1 (stereo not drawn)	0.0%	2.4%	-5.0%	2.0%	-2.6%	1.0%	1.3%	3.4%	-9.1%
O=C(NC1CCN(Cc2ccccc2)CC1)c1c(F)cccc1F	0.4%	-1.4%	8.3%	-0.3%	-4.1%	-2.6%	-1.4%	-7.2%	5.3%
Cn1cc(S(=O)(=O)Nc2ccc(F)c(Cl)c2)c(=O)n(C)c1=O	0.2%	0.7%	2.7%	3.6%	-12.2%	nt	12.7%	-5.8%	7.5%
C[C@@]12C(=O)N(c3ccc(C(F)(F)F)cc3)C(=O)N1[C@@H]1c3ccccc3OC[C@@H]1[C@H]2c1ccccc1	1.5%	7.2%	10.8%	4.2%	-5.5%	nt	7.0%	9.6%	5.0%
O=C(Nc1ccc(F)c(F)c1)c1cnc(-c2ccccc2)nc1-c1ccccc1	-1.5%	-4.4%	5.5%	2.3%	-7.7%	-5.9%	-1.4%	0.1%	-1.7%	Dengue-2 NS5 capping pilot replicate=-5.2

Later entries:
SMILES	HIV peptide binding	Dengue-2 NS5 capping	Large T inhibition	RSV CPE inhibition	LYP phosphatase	XIAP displacement	SIAH1 antagonists	AID2073	Rac1 GTP hydrolysis	others
Cc1ccccc1NC(=O)c1ccc(C)c(S(=O)(=O)N2CCN(C)CC2)c1	0.6%	2.7%	7.7%	1.0%	-7.0%	nt	10.2%	4.1%	2.7%
CC(=O)Nc1ccc(OCC(=O)c2cc(C)ccc2C)cc1	2.9%	2.2%	6.3%	2.5%	7.6%	-2.5%	-0.7%	-0.6%	18.0%
Cc1ccc(C2NC(=O)NC(O)(C(F)(F)F)C2C(=O)c2ccccc2)o1 (stereo not drawn)	2.2%	-6.4%	15.1%	1.6%	-4.0%	-3.8%	-3.4%	8.5%	2.4%
CN(CC(=O)Nc1ccc(Cl)cc1)C(=O)c1cc(-c2cccs2)nn1-c1ccccc1	nt	-1.5%	27.4%	19.7%	nt	nt	nt	nt	2.6%
CCN(CC)S(=O)(=O)c1cccc(C(=O)NN2Cc3ccccc3C2=N)c1	2.3%	2.7%	10.3%	0.7%	-0.4%	-3.8%	7.6%	1.6%	-4.6%
CC(=O)Nc1cccc(Oc2ccc3c(c2)C(=O)N(CCC(=O)O)C3=O)c1	4.3%	-2.2%	4.1%	0.6%	-3.1%	-8.6%	-3.4%	0.1%	7.8%
CC1=C(C(=O)OCc2ccccc2)C(c2cccnc2)n2nnnc2N1 (stereo not drawn)	0.2%	-4.0%	-2.4%	1.8%	-3.6%	0.1%	2.1%	-1.6%	12.5%
Cc1cc(C)cc(C(=O)N2CC(=O)Nc3ccccc32)c1	-0.9%	0.7%	-1.8%	3.2%	-13.6%	-4.0%	-6.5%	4.1%	-0.3%
COCCCNC(=S)NCCCNc1nc2cc3c(cc2cc1C#N)OCO3	1.0%	5.6%	3.9%	1.0%	-12.0%	-10.4%	-0.4%	1.6%	-2.9%
CC(C)[C@H](NC(=O)c1ccccc1F)C(=O)Nc1ccc(F)c(F)c1	-0.5%	-5.2%	3.3%	1.1%	-1.2%	nt	2.2%	11.9%	nt
O=C1c2cccnc2C(=O)N1Cc1ccc(Cl)cc1	-1.9%	8.2%	1.6%	1.1%	-0.9%	-4.1%	-1.5%	-5.0%	3.4%
CC(=O)c1ccc(Oc2cc(C(F)(F)F)cnc2C(N)=O)cc1	0.3%	-6.6%	6.4%	1.7%	-10.6%	-12.7%	1.9%	-0.7%	2.4%
CCc1ccc(-c2cc(C(F)(F)F)n3nc(C(=O)Nc4c(C)nn(Cc5ccc(F)cc5)c4C)cc3n2)s1	-5.7%	-4.0%	3.6%	4.8%	2.5%	-4.4%	-0.6%	20.6%	-3.3%
O=C1CCC(C(=O)NCCCn2ccnc2)N1 (stereo not drawn)	-1.2%	0.0%	11.9%	-0.6%	0.7%	-5.6%	2.8%	1.2%	9.3%
O=[N+]([O-])c1ccc(CSc2nc3ccccc3[nH]2)cc1	2.1%	-4.0%	7.4%	6.7%	4.8%	-2.3%	2.6%	14.6%	5.6%
COC(=O)c1cc2c(cc1Cl)N1CCCCCC1=NS2(=O)=O	-0.5%	4.4%	nt	0.9%	-4.1%	nt	10.7%	-3.3%	11.6%
COc1ccc2cc(C(=O)C3CCCN(Cc4cnc(N5CCOCC5)s4)C3)ccc2c1 (stereo not drawn)	0.9%	-5.6%	16.5%	13.3%	-9.1%	-3.6%	16.2%	23.4%	4.4%
Cc1ccc(N2NC(=O)/C(=C/C=C/c3ccco3)C2=O)cc1C	15.7%	-5.2%	19.9%	3.4%	-1.5%	-4.3%	11.6%	-15.9%	8.8%
CC(C)(C)c1ccc(C(=O)Nc2cccc(-n3cnnn3)c2)cc1	0.6%	6.2%	4.9%	6.5%	-3.9%	nt	0.8%	3.5%	8.3%
COc1ccc(CCNC(=O)c2cccc3ccccc23)cc1OC	-1.2%	-0.7%	-0.9%	0.0%	-8.0%	nt	0.3%	7.5%	10.4%	Dengue-2 NS5 capping pilot replicate=-6.1
CCOc1cc(/C=N/NC(=O)CSc2nnc(C)s2)ccc1OCc1ccccc1Cl	0.0%	8.1%	5.1%	3.4%	-0.1%	-3.6%	21.4%	29.1%	-26.8%
O=P(COCCCCCOCP(=O)(c1ccccc1)c1ccccc1)(c1ccccc1)c1ccccc1	1.0%	-2.3%	-7.2%	0.5%	-5.1%	-2.8%	2.9%	1.0%	0.0%
COc1ccc(C(=O)NN/C(C)=C/C(=O)C(F)(F)C(F)(F)C(F)(F)F)cc1	-1.0%	-0.7%	8.0%	18.0%	-5.7%	-5.1%	0.1%	0.7%	-1.2%
Cc1oc(-c2ccccc2Cl)nc1CN1CCCC1c1ccc(F)cc1 (stereo not drawn)	2.6%	-8.0%	4.1%	3.1%	0.8%	-8.1%	-10.6%	7.9%	6.4%
N#CC1(N2CCN(C(=O)c3ccccc3)CC2)CCCCC1	1.2%	-1.3%	5.6%	1.9%	-4.4%	nt	5.8%	9.9%	8.7%	Dengue-2 NS5 capping pilot replicate=0.9
CCCn1cnc2c(c1=O)c1nc3ccccc3nc1n2CCC1=CCCCC1	1.6%	nt	16.4%	nt	-3.1%	-4.4%	4.2%	2.9%	nt
COc1ccc(N2CCN(C(=O)c3[nH]c4ccc(OC)cc4c3C)CC2)cc1	0.7%	-0.7%	8.7%	1.8%	-4.3%	nt	1.2%	1.5%	22.3%
